Screening results (PubChem BioAssay)
Vif-A3G inh = qHTS for Inhibitors of Vif-A3G Interactions: qHTS | DNA dC->dU-editing enzyme APOBEC-3G (Homo sapiens), Q9HC16 | HeLa A3G-eYFP + Vif (tagged APOBEC3G with the HIV-1 protein that degrades it), YFP fluorescence, overnight | Potency, µM (highest dose often 46.1 µM), inactives show at the highest dose activity, negative = active, actives largely listed as inhibitors | hit rate 0.076% among 410,000;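 also: potency is read from the fitted curve at half-maximal effect; % is scaled to controls: 0 for no effect and ±100 for the full control effect; nearly all actives have a fitted effect of over 60% in size; hits raise eYFP signal because A3G escapes Vif-driven loss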
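HeLa cells stably expressing Vif and C-terminally eYFP-tagged A3G, seeded overnight at 37 deg C, then exposed to compound by pintool overnight at 37 deg C. Rise in yellow fluorescence (Ex 488/Em 500-530, Acumen) marks blocked Vif-driven A3G degradation.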
Vif-APOBEC3F blk = qHTS for Inhibitors of Vif-A3F Interactions: qHTS. HeLa A3F-eYFP + Vif (tagged APOBEC3F with the HIV-1 protein that degrades it), YFP fluorescence increase. Potency, µM (titrated, usually from 46.1 µM), inactives show top-dose activity, negative = active. hit rate 0.2% among 390,000; also: potency is read from the fitted curve at half-maximal effect; % of control where 0% means no effect; nearly all actives have a fitted effect of over 65% in size
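Fluorescence increase (Ex 488/Em 500-530) after overnight compound treatment at 37 deg C flags inhibition of Vif-driven A3F-eYFP loss in stable HeLa A3F-eYFP/Vif cells seeded overnight beforehand.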
GRP78 ERSR act = qHTS for Inducers of the Endoplasmic Reticulum Stress Response (ERSR) in Human Glioma: qHTS | U87-MG GRP78 promoter luciferase reporter, 16 h | Potency, µM, for inactives: top-dose activation, actives largely listed as activators | hit rate 0.02% among 420,000; also: potency is read from the fitted curve at half-maximal effect; series mostly up to about 76 µM; % of control where 0% means no effect; nearly all actives have a fitted effect of over 35% in size
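Stably transfected U87-MG human glioma cells carrying a GRP78-based luminescent sensor were seeded at 1000 cells/well, pin-dosed with compounds and incubated 16 h. Luciferase reagent was then added, and end-point luminescence was read after 10 min at room temperature.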
TrxR1 substrate = qHTS Assay for Substrates of Mammalian Selenoprotein Thioredoxin Reductase 1 (TrxR1): qHTS; purified TrxR1 substrate turnover, NADPH consumption readout; Potency, µM (series often up to 114 µM), for inactives: top-dose activity change, negative = substrate turnover; hit rate 0.01% among 390,000; AID 588456, 2011; also: potency is read from the fitted curve at half-maximal effect; % is scaled to controls: 0 for no effect and ±100 for the full control effect; nearly all actives have a fitted effect of over 50% in size
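Rat TrxR1, dispensed at 90 nM, was prereduced with 400 uM NADPH (final) for 5 min at ~22 deg C, then incubated with compound 15 min before 400 uM selenite. A first-read NADPH fluorescence drop versus no-compound background flagged substrates.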
USP1-UAF1 inh = Inhibitors of USP1/UAF1: Primary Screen; Ubiquitin carboxyl-terminal hydrolase 1 (Homo sapiens), O94782; recombinant USP1/UAF1, Ub-Rhodamine cleavage fluorescence; Potency, µM (titrated, usually from 57.1 µM), for inactives: at the top dose activity change, negative = inhibition, most hits filed as inhibitors; hit rate 0.23% among 390,000; AID 743255, 2014; also: potency is read from the fitted curve at half-maximal effect; % is scaled to controls: 0 for no effect and ±100 for the full control effect; nearly all actives have a fitted effect of over 60% in size; inactives centre near -12
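Step one: compound is pinned into 1nM USP1/UAF1 in HEPES pH 7.8 buffer with TCEP. Step two: 15 min room-temperature incubation. Step three: Ub-Rho (150nM final) starts cleavage, tracked by fluorescence over six one-minute reads.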
RXFP1 ag = qHTS Assay for Agonists of the Relaxin Receptor RXFP1; Relaxin receptor 1 (Homo sapiens), Q9HBX9; HEK293T-RXFP1 cAMP TR-FRET, 30 min; response scale: percent of porcine relaxin response, buffer zero; Potency, µM (series often up to 57.5 µM), for the others: at the highest dose activation, actives largely listed as activators; hit rate 0.3% among 370,000; AID 2676, 2010; also: potency is read from the fitted curve at half-maximal effect; % is scaled to controls: 0 for no effect and ±100 for the full control effect; nearly all actives have a fitted effect of over 60% in size; many of its hits are not listed in these tables
Target sequence (Q9HBX9 whole entry, looked up): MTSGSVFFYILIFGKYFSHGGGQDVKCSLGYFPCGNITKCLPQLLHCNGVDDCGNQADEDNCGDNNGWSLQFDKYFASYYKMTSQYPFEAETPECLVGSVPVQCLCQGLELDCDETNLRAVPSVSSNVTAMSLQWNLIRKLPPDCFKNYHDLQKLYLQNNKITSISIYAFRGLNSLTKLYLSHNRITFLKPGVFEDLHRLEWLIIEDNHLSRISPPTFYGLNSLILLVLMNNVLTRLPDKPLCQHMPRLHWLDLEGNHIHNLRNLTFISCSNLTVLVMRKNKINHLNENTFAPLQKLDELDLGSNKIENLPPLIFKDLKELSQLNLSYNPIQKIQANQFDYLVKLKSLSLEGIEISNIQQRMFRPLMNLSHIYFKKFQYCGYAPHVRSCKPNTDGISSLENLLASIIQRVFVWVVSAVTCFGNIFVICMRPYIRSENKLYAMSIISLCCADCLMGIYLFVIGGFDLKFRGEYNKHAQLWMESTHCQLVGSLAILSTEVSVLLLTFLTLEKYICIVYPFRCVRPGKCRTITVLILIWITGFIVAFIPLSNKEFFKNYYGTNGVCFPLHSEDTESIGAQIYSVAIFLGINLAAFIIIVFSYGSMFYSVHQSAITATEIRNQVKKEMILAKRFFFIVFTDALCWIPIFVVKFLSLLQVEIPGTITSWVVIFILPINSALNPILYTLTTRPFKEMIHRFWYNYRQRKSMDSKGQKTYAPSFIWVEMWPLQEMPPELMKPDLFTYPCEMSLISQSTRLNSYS
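HEK293 cells stably expressing RXFP1, treated 30 min at 37C with compounds plus PDE4 inhibitor Ro 20174; cAMP measured by HTRF TR-FRET. Normalized to buffer and 29 nM porcine relaxin; EC50 by Hill fit.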
PI4K2A block = qHTS for small molecular inhibitors of PI4K2A | Phosphatidylinositol 4-kinase type 2-alpha (Homo sapiens), Q9BTU6 | purified PI4K2A, ADP-Glo luminescence, 1 h; active compounds read low | activity change, negative = inhibition, % at 76.9 µM | hit rate 0.13% among 420,000 | AID 1346378, 2018; in the data active = activity change below about -50%; inconclusive = mostly about -30% to -49%;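 also: -100% = wells without enzyme as full effect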
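PI4K2A activity was measured by ADP-Glo luminescence: enzyme (4 ug/mL stock) and phosphatidylinositol (1.2 mM stock) in Tris pH 7.5/MgCl2/EGTA/Triton X-100 buffer were reacted with ATP (300 microM stock) for one hour at ambient temperature.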
mIDH1 inhibitor = qHTS for Inhibitors of mutant isocitrate dehydrogenase 1 (IDH1): qHTS. Isocitrate dehydrogenase [NADP] cytoplasmic (Homo sapiens), O75874. IDH1-R132H enzyme, NADPH consumption, diaphorase/resazurin fluorescence. Potency, µM (titrated, usually from 76.6 µM), inactives show top-dose activity change, negative = inhibition, usual class: inhibitors. hit rate 0.093% among 390,000; also: potency is read from the fitted curve at half-maximal effect; % is scaled to controls: 0 for no effect and ±100 for the full control effect; nearly all actives have a fitted effect of over 65% in size
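IDH1-R132H (0.5 ug/mL) preincubated 30 min with compound, then NADPH (0.016 mM) and alpha-KG (2 mM) added; 80 min at RT, pH 7.5. Remaining NADPH coupled via diaphorase/resazurin to fluorescence (540/590 nm); concentration-response curves normalized to no-enzyme control.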
LDHA inh = qHTS assay for inhibitors of human lactate dehydrogenase; purified LDHA, NADH/diaphorase-resazurin fluorescence; active compounds read low; activity change, % (values are at about 110 or 230 µM); hit rate 0.15% among 480,000; AID 1347041, 2019; in the data active = activity change below about -30%; inconclusive = mostly about -25% to -30%;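 also: plate controls were DMSO wells for no effect and wells without enzyme for full effect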
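Human LDH5 at 2 nM final in Tris HCl pH 7.4 with 0.06 mM NADH and 0.2 mM pyruvate, reacted 5 minutes at room temperature. Remaining NADH coupled via diaphorase/resazurin; resorufin fluorescence read at 0 and 20 minutes, normalized to enzyme-free and DMSO wells.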
Starred values were filed as active, the others as inactive; ? = inconclusive; . = no result given; & = joins results of further samples; [ ] = another dose, or the depositor's remark. Unless noted, calls follow the shape of the dose curve; as a rule, active = well fitted curve in the direction sought with a large enough effect; inconclusive = small, poorly fitted or top-dose-only effect, or another doubt; inactive = no such curve, though single readings can be large; an effect the other way counts as inactive or inconclusive.

item	Molecule	Vif-A3G inh	Vif-APOBEC3F blk	GRP78 ERSR act	TrxR1 substrate	USP1-UAF1 inh	RXFP1 ag	PI4K2A block	mIDH1 inhibitor	LDHA inh
1	CCN1CCN(c2csc3ccc(Br)cc3c2=O)CC1	-1%	4%	2%	1%[57.1 µM]	-17%	1.4%	2	15%	3
2	CCCCc1nnc(NC(=O)c2ccccc2OCc2c(C)noc2C)s1	2%	-2%	2%	1%	-8%	3.3%	6	7%	-2
3	c1nc(NCCN2CCOCC2)c2sc3nc(N4CCOCC4)c4c(c3c2n1)CCC4	1%	-17%	-4%	-4%	-6%	4.4%	3	3%	3
4	CCCc1nc2oc3c(OC)ncnc3c2c2c1COC(C)(C)C2	-6%	-7%	-4%	7%	-10%	-1.8%	-5	13%	3
5	C/C(=N/NC(=O)c1ccc(Br)o1)C(C)C	0%	4%	5%	3%	-3%	1.3%	1	0%	-8
6	CCN1C[C@@H]2[C@@H]3C(=O)N(C)C(=O)[C@@H]3[C@](Cc3ccccc3)(C(=O)OC)N2C1=NC1CCCCC1	-5%	5%	-4%	6%	-11%	.	-2	1%[38.3 µM]	-2
7	OCC1(Cc2cccc(Cl)c2)CCCN(Cc2cnn(-c3ccccc3)c2)C1 (configuration not stated)	0%	-3%	-5%	2%	-12%	2.9%	-1	-9%	1
8	C=CC[C@@H](CC(=O)N[C@@H](CO)Cc1ccccc1)C(=O)N[C@H](COC(=O)[C@H](CC=C)CC(=O)OC(C)(C)C)Cc1ccccc1	2%	?	-4%	5%	-26%	.	-3	-8%	-9
9	O=C(CSc1nc(-c2ccccc2)cc(=O)[nH]1)Nc1ccc(Br)cc1	2%	9%	-9%	0%	-8%	22%	-2	1%	-5&-2
10	CN(C)c1nc(N)c(C#N)c(C#N)c1C#N	3%	0%	-3%	4%[11.4 µM]	-10%	.	-1	4%	-6
11	Cc1ccc(Nc2nc(=O)[nH]nc2C)cc1	-1%	0%	-1%	7%	3%	-0.2%	3	7%	-7
12	O=C(c1ccc(CSc2nc3ccncc3n2Cc2cccc(F)c2)cc1)N1CCCCC1	-7%	-5%	-1%	1%	-10%	13%	-2	0%	4
13	Cc1cnn(Cc2cccnc2)c1N	1%	-19%	-3%	-2%	-2%	0.0%	2	-2%	-6
14	COc1cc(O)c(CCC(=O)c2ccc(OC)c(OC)c2)c(OC)c1	1%	-2%	-4%	1%	-15%	-1.2%	10	-8%	2
15	CCCOc1ccc(-c2nnn(CC(=O)c3c[nH]c4ccccc34)n2)cc1	0%	1%	-6%	18%	?	0.0%	2	6%	-21
16	C=CCN(Cc1ccco1)S(=O)(=O)c1ccc(Cl)cc1	2%	-12%	-5%	-4%	-14%	0.1%	-2	-14%	-9
17	CCCCNCC(=O)Nc1sc(C)c(C)c1C(=O)OCC	0%	-5%	-3%	1%	-5%	-3.9%	3	5%	-2
18	O=C(CCNS(=O)(=O)c1cccc2nsnc12)NCc1ccccc1	0%&-1%	7%&-5%	1%&1%	0%[57.1 µM]	-14%&-21%	3.7%&2.1%	-6&-2	7%&7%	0&3
19	O=C(c1cnc2ccccn2c1=O)N1CCCc2ccccc21	0%	-1%	-3%	-8%	3%	1.1%	-9	6%	-7
20	COc1ccc(Cl)cc1C1=CC(=O)C[C@H](c2ccc(F)cc2)C1	-5%	-10%	2%	-5%	-30%	0.3%	-2	2%[38.3 µM]	0

Reprinted from the part before: 7 entries; new compounds follow.
item	Molecule	Vif-A3G inh	Vif-APOBEC3F blk	GRP78 ERSR act	TrxR1 substrate	USP1-UAF1 inh	RXFP1 ag	PI4K2A block	mIDH1 inhibitor	LDHA inh
14	COc1cc(O)c(CCC(=O)c2ccc(OC)c(OC)c2)c(OC)c1	1%	-2%	-4%	1%	-15%	-1.2%	10	-8%	2
15	CCCOc1ccc(-c2nnn(CC(=O)c3c[nH]c4ccccc34)n2)cc1	0%	1%	-6%	18%	?	0.0%	2	6%	-21
16	C=CCN(Cc1ccco1)S(=O)(=O)c1ccc(Cl)cc1	2%	-12%	-5%	-4%	-14%	0.1%	-2	-14%	-9
17	CCCCNCC(=O)Nc1sc(C)c(C)c1C(=O)OCC	0%	-5%	-3%	1%	-5%	-3.9%	3	5%	-2
18	O=C(CCNS(=O)(=O)c1cccc2nsnc12)NCc1ccccc1	0%&-1%	7%&-5%	1%&1%	0%[57.1 µM]	-14%&-21%	3.7%&2.1%	-6&-2	7%&7%	0&3
19	O=C(c1cnc2ccccn2c1=O)N1CCCc2ccccc21	0%	-1%	-3%	-8%	3%	1.1%	-9	6%	-7
20	COc1ccc(Cl)cc1C1=CC(=O)C[C@H](c2ccc(F)cc2)C1	-5%	-10%	2%	-5%	-30%	0.3%	-2	2%[38.3 µM]	0
21	CCCNC(=O)C1CCN(S(=O)(=O)c2ccc(Br)cc2)CC1	4%	-4%	-3%	-4%	11%	0.0%	-4	13%	3
22	Cc1nnc(NCc2n[nH]c(=O)c3ccccc23)c2ccccc12	?	-8%	-12%	7%	-13%	10%	1	3%	3
23	CCN(C(=O)[C@@H]1CCCN1C(=O)c1cccs1)c1nc2cc(Cl)ccc2s1	1%	3%	2%	-4%	-16%	0.9%	2	5%	-7
24	CCn1cnc2scc(-c3ccccc3)c2c1=O	0%	-6%	-1%	0%	-5%	3.6%	-1	3%	-1
25	COC(=O)c1nn(-c2ccccc2)c(Sc2ccc(OC)cc2)c1/C=N/O	2%	-2%	2%	-3%	-19%	-0.9%	3	2%	-6
26	O=C(O)Cc1c(O)ccc2ccccc12	2%	6%	-7%	45%[activator]	-14%	-1.9%	5	-1%	5
27	CCOc1ccccc1CNC(=O)CCn1ccc2cc(S(=O)(=O)N3CCCCC3)ccc21	0%&-2%	-7%&1%	-3%&-2%	1%&6%	-20%&6%	-2.0%&3.5%	-3&1	0%&1%	-1&5

An excerpt (hit frequency here may not be typical).
